Source: PubChem BioAssay
KOR beta-arrestin-1: KOR agonists, beta-arrestin recruitment, primary screen, cell-based, luminescence, uHTS (AID 1777); KOR beta-arrestin recruitment, luminescence; higher % means a stronger effect; activation, % at 10 µM, or EC50 in µM where a hit was titrated; 0.02% of 280,000 active; in the data active means activation above about 50%, passing the limit was not always enough; further: a part of the inactive calls stands beside numbers as strong as those of hits
CSM14.1 death rescue: protection against thapsigargin-triggered cell killing – 384-well, CSM14.1, ATP luminescence, primary screen (AID 1222). 190,000 tested, under 10 active. cellular ATP content (survival), % at 20 µM; hits with a dose series show EC50 in µM. CSM14.1 thapsigargin-induced death rescue, ATP luminescence; higher % means a stronger effect;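 active means EC50 below 50 µM in the dose-response confirmation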;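 further: death triggered by thapsigargin at about 15 µM added after 2 h compound pretreatment; cell ATP read after overnight thapsigargin exposure of roughly 18 to 22 hours; normalized against plate controls of thapsigargin alone and 5% DMSO vehicle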
KOR beta-arrestin-2: kappa opioid receptor blockers – cell-based, luminescence, uHTS (AID 1778); KOR beta-arrestin recruitment, luminescence, antagonist mode; higher % means a stronger effect; inhibition, % at 10 µM; hits with a dose series show IC50 in µM; 0.091% of 290,000 active; further: strong numbers were not always called active
NOD1 inhibition: NOD1 signaling inhibitors, primary screen, cell-based, luminescence, uHTS (AID 1578); NOD1-driven NF-kB luciferase reporter cells, luminescence; higher % means a stronger effect; one-dose inhibition, % at 4 µM; EC50 in µM for titrated hits; 1% of 290,000 active; in the data active means inhibition mostly above about 36%, no sharp cut-off; inactive means mostly below about 34%;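 further: HEK-293T reporter cells stimulated with the NOD1 agonist gamma-tri-DAP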
GPR55 beta-arrestin: selective activators of receptor GPR55 – imaging, U2OS cells, beta-arrestin-GFP redistribution, primary screen (AID 1961); activation, % at 10 µM; hits with a dose series show EC50 in µM; U2OS GPR55 beta-arrestin-GFP redistribution imaging; higher % means a stronger effect; 0.048% of 290,000 active;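 active means activation above 40% with more than 50 cells counted in the well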;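 further: U2OS osteosarcoma cells stably expressing GPR55 and beta-arrestin-GFP; plate controls were DMSO negative control for no effect and LPI positive control for full effect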
HEK293 NOD2/NF-kB: NOD2 signaling inhibitors, cell-based, luminescence, uHTS, HEK293 (AID 1566); 0.63% of 290,000 active; inhibition, % at 4 µM; hits with a dose series show EC50 in µM; HEK293 NOD2/NF-kB luciferase reporter, luminescence; higher % means a stronger effect; further: many of its hits are not listed in these tables
TNAP activation fold: human TNAP enzyme activators, primary screen, biochemical, luminescent, no phosphate acceptor, uHTS (AID 1001); purified TNAP, luminescent activation assay, no phosphate acceptor; higher activation fold means a stronger effect; activation fold at 20 µM, or EC50 in µM where a hit was titrated; 0.03% of 200,000 active; in the data active means activation fold from about 3, or a potency from the dose series; inactive means the rest, 99 in 100 with activation fold below about 1.6; further: many of its hits are not listed in these tables
Yfh1-off respiration: mitochondrial function rescue without frataxin homolog – Friedreich's ataxia, plus single-dose screen, dose response (AID 1465); S. cerevisiae Yfh1-off respiration, WST-1 reduction, 72 h; higher fold induction means a stronger effect; one-dose fold induction at 50 µM; EC50 in µM for titrated hits; 0.074% of 220,000 active;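 active means fold induction of absorbance versus untreated yeast above a set limit, then at least 30% activation at any dose in follow-up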;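 further: activators that raise dye reduction in frataxin-depleted yeast; strong numbers were not always called active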
NTR1 ag: NTR1-driven beta-arrestin-GFP spot formation – imaging, U2OS cells, high content, primary screen (AID 493036). P30989. agonist mode. activation, % at 20 µM. 0.17% of 330,000 active;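 active means activation at or above 40% of the spot to cytoplasm intensity ratio, with at least 20 cells analyzed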;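 further: 0% = DMSO without peptide and 100% = 100 nM NTR1 peptide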
Target sequence (P30989 whole entry, looked up): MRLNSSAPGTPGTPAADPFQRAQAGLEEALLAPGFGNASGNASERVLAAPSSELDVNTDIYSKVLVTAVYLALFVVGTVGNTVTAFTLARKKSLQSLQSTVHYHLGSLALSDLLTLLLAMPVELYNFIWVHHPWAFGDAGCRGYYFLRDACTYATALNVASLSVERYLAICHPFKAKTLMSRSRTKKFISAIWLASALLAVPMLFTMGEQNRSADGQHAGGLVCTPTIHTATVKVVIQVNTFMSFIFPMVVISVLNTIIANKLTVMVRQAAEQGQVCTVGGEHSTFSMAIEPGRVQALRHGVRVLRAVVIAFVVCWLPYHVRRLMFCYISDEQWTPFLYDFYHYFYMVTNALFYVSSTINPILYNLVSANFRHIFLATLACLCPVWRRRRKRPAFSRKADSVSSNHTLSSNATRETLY
NTR1 ag cell count 20 µM: further read-out of NTR1 ag, marked with its call; cell count; measured here: cell count, cytotoxicity flag
The depositor's hits bear a star; i = inactive; · = no result given; [ ] = remark or other dose. Unless noted, no stated cut-off is given here; in the data, active means inhibition above about 50%; inactive means the rest. Only part of the results is shown; the hit share may differ from the screen's.

| canonical_smiles | KOR beta-arrestin-1 | CSM14.1 death rescue | KOR beta-arrestin-2 | NOD1 inhibition | GPR55 beta-arrestin | HEK293 NOD2/NF-kB | TNAP activation fold | Yfh1-off respiration | NTR1 ag | NTR1 ag cell count 20 µM |
| --- | --- | --- | --- | --- | --- | --- | --- | --- | --- | --- |
| COc1ccccc1S(=O)(=O)Cc1ccc(C(=O)NCCN2CCCC2)o1 | 6.5% | 0.0% | -20% | -23% | 0.3% | 14% | 1 | i | -0.3 | 80 |
| O=C(C1CCN(c2ccc(N3CCOCC3)nn2)CC1)N1CCN(c2ccc(F)cc2)CC1 | -2.5% | -0.2% | 20% | -18% | -0.1% | 6% | 1.2 | i | 0.5 | 54 |
| CS(=O)(=O)N1CCN(c2ccccc2NC(=O)c2cccnc2)CC1 | -4.9% | · | -2% | -20% | -0.1% | 6% | 1.1 | i | 0.0 | 58 |
| Cc1cccc(C(=O)Nc2c(C#N)c(C)c(C)n2Cc2ccccc2)c1 | 2.0% | -4.1% | -25% | -10% | -0.3% | -9% | 1.1 | i | 0.1 | 48 |
| O=C(O)Cn1c(=O)cnc2ccccc21 | -1.8% | -1.8% | -27% | 4% | 0.0% | 10% | 1.1 | i | 1.5 | 80 |
| CC(=O)Nc1ccc(S(=O)(=O)N2CCN(C(=O)N3CCCC3)CC2)cc1 | -0.7% | · | 14% | -15% | 0.0% | -9% | · | · | -0.5 | 36 |
| C[C@H](NC(=O)c1nc[nH]c1C(=O)NCC(=O)OCc1ccccc1)C(=O)OC(C)(C)C | -3.1% | · | -39%[20 µM] | -13% | 0.4% | -1% | · | · | 1.6 | 98 |
| COc1ccccc1NC(=O)c1c(Nc2ccccc2F)sc(C(=O)Nc2cccc(Cl)c2)c1N | -0.9% | -4.9% | -34% | 2% | 0.0% | -27% | 1.2 | i | 4.2 | 67 |
| CCN(CC)CCCN=C1N[C@@H](c2ccccc2)C(C(=O)OC)=C(C)N1CC | -1.6% | · | -29%[20 µM] | 15% | -0.2% | 9% | · | · | 0.9 | 43 |
| Clc1ccc(CSc2nnc([C@@H]3CCCN3)o2)cc1 | -0.2% | -0.9% | -3% | -36% | -0.2% | -13% | 1.1 | i | 1.2 | 50 |
| COCCNC(=O)c1cc(S(=O)(=O)N2CCOCC2)ccc1SCc1cccc(OC)c1OC | 1.1% | -0.1% | -5% | -14% | -0.6% | 10% | 1.1 | i | 0.6 | 51 |
| CC(=O)NC1=NN(C(C)=O)C2(CCCCC2)S1 | -3.9% | 2.3% | -18% | -22% | 0.5% | 4% | 1.1 | i | 2.6 | 60 |
| CNC(=S)N/N=C(\C)c1ccc(-n2ccnc2)cc1 | -2.1% | 0.6% | 3% | -8% | 0.0% | 9% | 0.9 | i | -0.9 | 83 |
| O=S(=O)(NCCc1ccc(Cl)cc1)c1cccs1 | -0.1% | · | 11% | -14% | 0.0% | 5% | · | · | 1.4 | 60 |
| COc1ccc(C2/C(=C(\O)c3ccc(OC)c(Cl)c3)C(=O)C(=O)N2CCN(C)C)cc1 (stereo not drawn) | 9.6% | -0.4% | -27% | 13% | 0.7% | 5% | 1.1 | i | -0.7 | 95 |
| Cc1ccc(-n2c(-c3ccncc3)n[nH]c2=S)c(C)c1 | 2.4% | 0.9% | 0% | -44% | 0.2% | 14% | 1.1 | i | -0.5 | 66 |
| CCCN(C(=O)c1cccs1)c1nnc(-c2ccncc2)s1 | 2.8% | 0.4% | -19% | -18% | -0.2% | -5% | 0.9 | · | 4.2 | 89 |
| CCOCCCNCc1cccc(OCc2ccc(F)cc2)c1 | -3.4% | 4.3% | 11% | -5% | -0.4% | -5% | 1.1 | i | -0.9 | 56 |
| COC(=O)COc1ccc2c(=O)c(-c3ccccc3)coc2c1 | -0.1% | · | -24% | -11% | -0.1% | -2% | · | i | 4.7 | 50 |
| CC1CCC/C(=N\NC(=S)Nc2ccccc2)C1 (stereo not drawn) | 2.3% | -0.6% | 21% | -6% | 0.0% | 4% | 1.1 | i | -2.2 | 49 |
| Cc1cc(NCCN2CCCCC2)n2c(nc3ccccc32)c1C#N | -2.5% | 0.3% | 53% | -9% | -0.1% | 8% | 1 | i | · | · |
| Cc1cc2n(c1)CCn1c(C)ccc1-2 | -1.0% | -1.6% | 5% | -1% | -0.2% | 5% | 1 | i | -0.2 | 39 |
| O=C(CN(C(=O)c1csnn1)c1cccc(F)c1)NC1CCCC1 | 1.0% | · | -6% | -19% | -0.2% | -12% | · | · | -2.0 | 43 |
| CCn1c(=O)n(CC)c2cc(N3CCCC3)c(NC(=O)c3ccccc3Br)cc21 | 4.5% | · | -28% | -17% | 0.6% | -6% | · | · | 3.0 | 59 |
| Nc1ncnc2c1cnn2C1CCCCC1 | 1.3% | · | -2% | 0% | 0.7% | 14% | · | i | -1.7 | 89 |
| CCCNCC1COc2ccccc2O1 (stereo not drawn) | -1.9% | -0.8% | -20% | -2% | -0.2% | -8% | 1.2 | i | -0.4 | 73 |
| Cc1cccc(-n2c(SCC(=O)Nc3nnc(C)s3)nnc2-c2ccoc2C)c1 | 2.5% | 0.5% | 1% | -22% | -0.3% | 1% | 1 | i | -0.2 | 45 |
| Cc1cc(C)n(-c2nc3ccccc3nc2N2CCC(C)CC2)n1 | -2.5% | 5.5% | 34% | 15% | 0.0% | 13% | 1.1 | i | 2.0 | 55 |
| CN(C)S(=O)(=O)c1cc(C(=O)O)c(NC2CCCCC2)cc1Cl | -11% | -1.0% | 28% | -4% | 0.2% | 30% | 1.2 | i | -0.3 | 64 |
| Cn1ccnc1C1CCCCN1Cc1nc(Cc2cccc(C(F)(F)F)c2)no1 (stereo not drawn) | 0.2% | 4.1% | -24% | -34% | 0.1% | 9% | 1.1 | i | -0.2 | 37 |
| Cc1ccc(-n2cc(-c3ccc([N+](=O)[O-])cc3)[nH]c2=S)c(C)c1 | 0.5% | -5.5% | 17% | -7% | -0.1% | 8% | 1 | i | -0.8 | 50 |
| CCN(CC)S(=O)(=O)c1ccc(Cl)c(C(=O)OC2CC(C)OC2=O)c1 (stereo not drawn) | -0.7% | · | -13% | -27% | -0.1% | -6% | · | · | 0.1 | 55 |
| CC(C)NS(=O)(=O)c1ccc(CCC(=O)N2CCCC2)cc1 | -4.2% | 0.4% | -64%[20 µM] | -12% | -0.1% | 4% | 1 | i | -0.5 | 75 |
| CNC(=S)N/N=C/c1ccc(OCc2ccccc2)c(Br)c1 | 2.7% | -2.4% | -8% | -27% | 0.0% | 0% | 1.1 | i | -1.3 | 60 |
| CC(=O)Nc1ccc(N2C(=O)c3ccc(S(=O)(=O)c4ccc(C(=O)O)cc4)cc3C2=O)cc1 | -3.8% | · | -10% | -14% | -0.2% | -11% | · | · | -0.4 | 49 |
| C=CCN1C(=O)CSc2ccc(C(=O)NCCC3=CCCCC3)cc21 | -2.3% | 0.6% | -16% | -11% | -0.1% | 12% | 1.2 | i | 8.6 | 53 |
| CN1CCN(/N=C/c2ccc(Br)cc2)CC1 | 1.3% | · | -19% | -51% | 0.8% | -25% | 1.2 | i | 0.0 | 54 |
| Cc1ccc(N(CC(O)CN2CCOCC2)S(=O)(=O)c2ccc([N+](=O)[O-])cc2)cc1 (stereo not drawn) | 12% | · | -64% | 27% | 0.3% | -11% | · | · | -0.1 | 60 |
| Cc1nn(Cc2ccc(Cl)cc2Cl)c(C)c1NC(=O)c1nc2n(n1)C(C(F)F)CC(C)N2 (stereo not drawn) | 0.8% | -1.5% | 0% | -13% | -0.1% | 2% | 1.1 | i | · | · |
| CCc1nnc(NC(=O)CN2CCN(Cc3cccc(Cl)c3)CC2)s1 | -2.1% | · | -6% | -12% | -0.1% | 5% | · | · | 0.4 | 53 |
| Cc1ccc(N=Cc2sccc2C)cc1C | -4.5% | -1.3% | 15% | -47% | 0.6% | -1% | 1.1 | i | 1.8 | 51 |
| Cc1ccc(Oc2ncccc2COC(=O)Nc2ccccc2C)cc1 | 10% | -1.8% | -35% | -25% | 0.0% | 6% | 1.1 | · | 2.0 | 45 |
| Cc1ccc2nc(N3CCN(C=O)CC3)nc(-c3ccccc3)c2c1 | -5.5% | 0.9% | -3% | -9% | -0.3% | 14% | 1.4 | i | 3.2 | 40 |
| S=C(Nc1ccc(Oc2ccccc2)cc1)N(CCCN1CCOCC1)Cc1ccccn1 | 3.6% | 0.0% | -34% | -28% | -0.4% | 19% | 1.1 | i | -1.6 | 55 |
| CCc1ccc(NC2=NCC(c3ccccc3)S2)cc1 (stereo not drawn) | -0.3% | 1.6% | -24% | -69% | 0.0% | -99% | 1.1 | i | 6.2 | 49 |
| CCCCn1c(SCC(=O)N2CCOCC2)nc2ccccc2c1=O | -3.9% | · | -18% | -12% | -0.2% | -12% | · | · | 1.5 | 43 |
| Cc1c(NC(=O)C2(c3ccccc3)CCCC2)c(=O)n(-c2ccccc2)n1C | 0.3% | 5.3% | -38% | -10% | -0.1% | 3% | 1.1 | · | 1.0 | 55 |
| O=C(O)C/C=C(\NC(=O)OCc1ccccc1)C(=O)OCc1ccccc1 | -5.2% | 0.4% | -8% | -3% | 0.1% | 8% | 1 | i | -2.7 | 92 |
| CN(c1ccc(C(=O)NCc2ccc3c(c2)OCO3)cc1)S(C)(=O)=O | 0.2% | · | -22% | -11% | 0.7% | 2% | 1.1 | i | -1.0 | 80 |
| CCOc1ccc(Nc2nc(-c3sc(N)nc3C)cs2)cc1 | 1.2% | · | -38%[20 µM] | -23% | -0.4% | -4% | · | · | 3.3 | 58 |
| CCOC(=O)c1cnc(SCc2ccc(C)cc2)nc1N | -2.3% | · | 20% | -21% | 0.5% | -51% | 1.1 | i | -3.9 | 86 |
| CCN(CC(=O)Nc1ccc(OC)c(Cl)c1)CC(=O)NC(C)C | -0.2% | -1.6% | 0% | -10% | 0.5% | 12% | 1.1 | i | 2.8 | 67 |
| CONc1nc(NC(C)(C)C)nc(OCC#N)n1 | 3.9% | -1.6% | -9% | -10% | 0.3% | 9% | 1.1 | i | 4.1 | 75 |
| Cc1ccc(NC2=NCCCCC2)cc1 | -6.2% | -0.4% | -35% | -5% | -0.2% | 1% | 1.1 | i | -1.4 | 68 |
| COC(=O)c1cc(NS(=O)(=O)c2ccc(F)cc2)ccc1N1CCOCC1 | 2.7% | · | 26% | -7% | 0.3% | 4% | · | i | 1.7 | 56 |
| S=c1[nH]nc(CSc2nc3ccccc3s2)o1 | 1.2% | 0.5% | 21% | -10% | -0.1% | -6% | 1.1 | i | 0.5 | 40 |
| O=C(COn1nnc2ccccc21)NCC1CCCCC1 | -5.8% | -1.0% | -44% | -48% | -0.1% | -22% | 1.1 | i | -2.4 | 81 |
| COc1ccc(C2c3c(n[nH]c3C)CC(C)(O)C2C(C)=O)cc1OC (stereo not drawn) | 3.5% | 1.1% | -31% | -10% | 0.3% | 15% | 1.1 | i | 1.4 | 83 |
